MC4R ag barr: agonists of human melanocortin 4 receptor (MC4R) beta-arrestin; U2OS MC4R beta-arrestin complementation, luminescence; percent of melanotan II response, DMSO zero; activation, % at 8.9 µM; AID 540308; 360,000 compounds, 0.98% hits;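 active means activation above a per-plate cutoff, the mean activation of sample wells on that plate plus 3 SD, cut at about 8% in these data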
Target sequence (P32245 whole entry, looked up): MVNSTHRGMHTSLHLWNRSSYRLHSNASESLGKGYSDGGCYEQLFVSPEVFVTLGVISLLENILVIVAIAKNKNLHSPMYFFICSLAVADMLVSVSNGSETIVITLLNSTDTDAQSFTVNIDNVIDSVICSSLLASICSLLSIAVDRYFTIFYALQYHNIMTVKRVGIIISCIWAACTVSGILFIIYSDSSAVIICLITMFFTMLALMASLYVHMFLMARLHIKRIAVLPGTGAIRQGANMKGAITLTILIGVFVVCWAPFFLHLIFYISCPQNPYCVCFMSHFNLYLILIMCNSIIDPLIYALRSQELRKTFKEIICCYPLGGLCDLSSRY
ABCB6 inh 2: human ABCB6 transporter inhibition; Q9NP58; K562-ABCB6 porphyrin accumulation, flow cytometry, 1 h; active compounds read low; fluorescence ratio to DMSO, % at 10 µM; 360,000 compounds, 0.19% hits;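 active means fluorescence ratio to DMSO below 75%, the collection mean minus 3 SD; inconclusive means too few cells collected in the well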;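 further: signal is porphyrin accumulated inside mitochondria; 100% equals median channel fluorescence of DMSO control wells; lower ratio means ABCB6 inhibition with less porphyrin fluorescence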
Cardio protect: myocardial damage modulation in H9c2 cells; protection from H2O2 cell death, % at 20 µM; 360,000 compounds, 0.63% hits; H9c2 cardiomyocytes, H2O2 injury protection, ATPLite, 2 h;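 active means compounds giving at least 50% protection of heart cells from peroxide-induced death in the single-dose screen, raw or plate-pattern-corrected value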;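 further: 0% = DMSO wells with peroxide and 100% = DMSO wells without peroxide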
MC4R antagonist: human MC4R antagonism in cAMP assay. 360,000 compounds, 0.48% hits. AID 540295. P32245. inhibition, % at 6.5 µM. MC4R-expressing cells, MTII-stimulated cAMP, LANCE TR-FRET;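 active means inhibition above its plate's cutoff, the mean of tested wells on that plate plus 3 SD, cut at about 29% in these data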;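 further: 0% = Melanotan II alone and 100% = Melanotan II plus saturating MCL0020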
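material = U2OS cells stably expressing human melanocortin 4 receptor (MC4R) | also added = Melanotan II challenge | dosing = single nominal compound dose of 6.5 µM | detection = TR-FRET with Eu-cAMP and labeled anti-cAMP, 671 nm | replication = singlicate | timing = compound 30 min, challenge 1 h, detection 1 h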
ABHD5-PLIN5 inh: ABHD5-PLIN5 protein interaction inhibition; Q00G26+Q8WTS1; Split G. princeps luciferase complementation, luminescence, 4 h; inhibition, % at 4 µM; 360,000 compounds, 0.78% hits; AID 602281;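 active means inhibition above the mean inhibition across every tested compound plus 3 SD, cut at about 22% in these data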;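 further: 0% = DMSO only wells and the 100% control is not disclosed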
Exocytosis inh: lytic granule exocytosis inhibition; inhibition, % at 10 µM; AID 651702; TALL-104 LAMP-1 surface exposure, flow cytometry; cells stimulated with thapsigargin and PMA; 360,000 compounds, 0.66% hits;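 active means inhibition above about 55%, limit read from the data; inconclusive means no clear call, values can overlap the other calls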
PDI turbidity: blocks human protein disulfide isomerase activity; P07237; PDI insulin aggregation turbidity, A650, 90 min; inhibition, % at 10 µM; 350,000 compounds, 0.052% hits; AID 588391;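 active means mean inhibition across replicates of 30% or more, whatever share of single replicates reach that level; inconclusive means mean inhibition below 30% while every single replicate reaches 30%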;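 further: absorbance from insulin aggregation driven by PDI reduction with DTT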
Target sequence (P07237 whole entry, looked up): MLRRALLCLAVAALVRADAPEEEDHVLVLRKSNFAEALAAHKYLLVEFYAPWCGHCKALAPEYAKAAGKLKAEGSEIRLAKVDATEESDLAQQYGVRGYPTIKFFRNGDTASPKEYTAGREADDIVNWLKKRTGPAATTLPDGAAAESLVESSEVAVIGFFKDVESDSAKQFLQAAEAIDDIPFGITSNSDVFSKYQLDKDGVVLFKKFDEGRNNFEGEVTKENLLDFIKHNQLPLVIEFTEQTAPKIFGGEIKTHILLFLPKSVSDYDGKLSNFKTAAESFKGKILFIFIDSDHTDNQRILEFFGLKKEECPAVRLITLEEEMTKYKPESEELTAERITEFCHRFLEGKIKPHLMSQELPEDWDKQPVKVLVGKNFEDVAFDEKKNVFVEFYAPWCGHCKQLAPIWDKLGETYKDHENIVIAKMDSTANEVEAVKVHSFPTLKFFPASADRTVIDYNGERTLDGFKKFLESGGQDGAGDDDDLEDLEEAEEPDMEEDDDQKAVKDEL
CaV13 ICDI inh: Primary screen for inhibitors of IQ motif and Ca2+-dependent inactivation inhibitor domain binding in CACNA1D, Förster resonance energy transfer in living cells, …; HEK cells, CFP/YFP FRET ICDI-IQ, plate reader, 10 min; percent FRET-ratio fall versus neutral wells; inhibition, % at 12.3 µM; 340,000 compounds, 0.098% hits; AID 743397;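 active means mean replicate inhibition of at least 30% and at least 1% of replicates passing that level; inconclusive means only one of the two criteria is met; inactive means neither criterion is met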;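 further: 0% = median of the neutral control wells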
m5-HT2A agonist: mouse HTR2A agonism via beta-arrestin recruitment; P35363; CHO-K1 mHTR2A beta-arrestin complementation, luminescence; percent of 30 µM serotonin response; activation, % at 7.6 µM; 360,000 compounds, 0.66% hits; AID 624169;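 active means activation above a run cutoff, the mean activation of all tested compounds plus 3 SD, cut at about 14% in these data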;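 further: 0% = plate median of compound wells and 100% = 30 µM serotonin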
N-glyco inh: N-linked glycosylation inhibition; D54 ERlucT glycosylation luciferase reporter, 24 h; percent of 100 nM tunicamycin response; reporter increase, % at 12.5 µM; 360,000 compounds, 0.23% hits; AID 588692;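 active means mean luciferase reporter signal, scaled so untreated is 0 and the glycosylation-blocking control 100, at or above a set limit in every replicate; inconclusive means mean reaches the limit but not every replicate does; inactive means mean below the limit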;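 further: luciferase carries N-glycosylation sites so blocking glycosylation raises the light; 0% = median of neutral control wells and 100% = median of 100 nM tunicamycin wells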
Numbers without * were called inactive; ? = inconclusive; · = not tested or not shown; & = joins results of further samples.

SMILES | MC4R ag barr | ABCB6 inh 2 | Cardio protect | MC4R antagonist | ABHD5-PLIN5 inh | Exocytosis inh | PDI turbidity | CaV13 ICDI inh | m5-HT2A agonist | N-glyco inh
Cc1ccc(S(=O)(=O)N2CC(=O)NC(=O)C2)cc1 | -1.3 | 179.0 | 4.6 | 16.7 | 7.5 | -5.5 | -3.7 | -4.0 | 5.5 | 0.6
O=C(Nc1ccc(Cl)cn1)c1ccccc1-c1ccccc1 | 5.3 | 96.0 | 5.0 | -3.6 | -4.8 | -5.1 | -0.6 | -8.7 | -4.4 | -0.4
CCc1cccc(NS(=O)(=O)c2ccc3c(c2)oc(=O)n3C)c1 | -1.8 | 96.0 | -3.2 | 4.2 | -1.7 | -2.7 | -4.8 | -5.4 | -3.6 | -2.7
CCOC(=O)C1CCN(C(C(=O)Nc2ccc3c(c2)OCCO3)c2ccccc2)CC1 (stereo unspecified) | -0.9 | 110.0 | -2.0 | -3.1 | -1.5 | -2.0 | -4.0 | · | -2.4 | -2.1
O=C(O)CCSc1nnnn1-c1ccccc1 | -0.8 | 103.0 | 4.3 | 3.1 | 7.4 | 2.9 | 4.1 | -5.0 | 2.6 | 1.3
CC1CCc2c(sc(NC(=O)C3c4ccccc4Oc4ccccc43)c2C(N)=O)C1 (stereo unspecified) | 4.3 | 94.0 | -4.1 | -9.1 | -13.8 | 2.2 | -1.4 | -2.2 | -2.8 | -0.6
NC(=O)C1CCN(CC(=O)Nc2cccnc2Cl)CC1 | -1.6 | 101.0 | -0.9 | -5.8 | 1.0 | -3.6 | 18.4 | -6.5 | -2.7 | 3.4
COc1cc(C)c(Br)cc1S(=O)(=O)NCCN1CCOCC1 | -2.8 | 103.0 | 3.2 | -3.6 | 0.5 | -1.6 | 1.2 | -5.3 | -2.6 | 1.3
O=S(=O)(Cc1ccccc1)NCC1CCCO1 (stereo unspecified) | -1.8 | 99.0 | 7.2 | 8.0 | 1.1 | 1.0 | -1.3 | -9.0 | -0.8 | 0.9
CNC(=O)c1c2c(nc3ccc(Br)cc13)CCCC2 | 0.5 | 106.0 | -2.7 | 0.2 | 2.3 | -1.4 | 4.5 | -3.9 | -1.4 | 0.0
C[N+](C)(C)CCCCCCC(=O)/C=N/O | -2.3 | 97.0 | 4.0 | -3.7 | 4.5 | -8.1 | 10.2 | -3.2 | 1.3 | -3.0
CCN1CNC(=S)N(CCc2ccccc2)C1 | -1.7 | 103.0 | 1.5 | 3.9 | 1.9 | 0.6 | 17.1 | -4.6 | -1.1 | 0.2
COc1ccc(C(CCN2CCOCC2)c2c(OC)cc(OC)c3c(-c4ccccc4)cc(=O)oc23)cc1 (stereo unspecified) | 0.6 | 91.0 | -1.5 | 8.3 | 24.8* | 53.5 | 7.9 | -6.2 | -6.1 | -8.4
O=C(NCCC1CCCCN1S(=O)(=O)c1ccc(Cl)cc1)C(=O)NCCN1CCOCC1 (stereo unspecified) | -2.6 | 104.0 | 0.6 | 6.8 | -3.8 | -1.1 | -1.7 | -5.2 | -16.7 | 1.7
COc1ccc(NC(=O)CSc2n[nH]c(=O)n2Cc2ccccc2)cc1Cl | 0.5 | 92.0 | -2.2 | -3.4 | 6.3 | 7.5 | 0.6 | -3.2 | 9.4 | 0.6
FC(F)(F)c1cccc(-c2nc(-c3ccncc3)no2)c1 | 0.4 | 101.0 | -6.9 | 9.0 | -1.6 | 2.4 | 2.7 | -0.9 | 6.7 | 1.7
O=C(CCCc1c[nH]c2ccccc12)N1CCOCC1 | -1.9 | 87.0 | 4.1 | 1.7 | -2.6 | -1.0 | 2.4 | 0.5 | -1.1 | -0.2
C1CCN(CC2CCCCN2)CC1 (stereo unspecified) | -1.2 | 96.0 | -1.3 | 7.1 | -7.8 | 3.5 | -10.2 | -1.9 | 0.9 | 1.9
CC(C)[C@H](N)C(=O)OCCOCn1cnc2c(=O)[nH]c(N)nc21 | -1.1&1.2 | 96.0&98.0 | -0.5&5.0 | 3.0&10.4 | -6.2&-10.2 | -0.2&-0.8 | -8.7&-2.6 | -6.0&-6.1 | 3.8&-1.4 | 1.5&1.7
COc1cccc(CNc2ccc([N+](=O)[O-])c(NCC(=O)O)n2)c1 | -3.3 | 104.0 | 1.4 | -3.0 | 0.9 | 1.0 | 20.4 | -5.6 | 2.1 | 0.4

Reprinted from the part before: two compounds, then new ones.
SMILES | MC4R ag barr | ABCB6 inh 2 | Cardio protect | MC4R antagonist | ABHD5-PLIN5 inh | Exocytosis inh | PDI turbidity | CaV13 ICDI inh | m5-HT2A agonist | N-glyco inh
CC(C)[C@H](N)C(=O)OCCOCn1cnc2c(=O)[nH]c(N)nc21 | -1.1&1.2 | 96.0&98.0 | -0.5&5.0 | 3.0&10.4 | -6.2&-10.2 | -0.2&-0.8 | -8.7&-2.6 | -6.0&-6.1 | 3.8&-1.4 | 1.5&1.7
COc1cccc(CNc2ccc([N+](=O)[O-])c(NCC(=O)O)n2)c1 | -3.3 | 104.0 | 1.4 | -3.0 | 0.9 | 1.0 | 20.4 | -5.6 | 2.1 | 0.4
CC1C[N+](=C2C=C(N3CCOCC3)CC(C)(C)C2)CC(C)O1 (stereo unspecified) | -1.5 | 94.0 | -0.7 | 0.4 | 1.2 | -0.5 | -5.0 | -5.2 | 1.4 | 2.6
COc1ccc(-c2nc(CCNC(=O)c3ccco3)cs2)cc1OC | 0.0 | 95.0 | 33.1 | 6.2 | 6.1 | -1.5 | · | -4.9 | -1.2 | -0.3
Cc1ccc(NC(=O)CSC2=NCCN2)cc1 | 1.5 | 100.0 | 5.2 | 15.8 | -2.5 | 1.6 | 4.1 | -6.0 | -3.0 | 20.5
Cn1c(=O)c2c(nc(SCCN3CCOCC3)n2Cc2ccccc2Cl)n(C)c1=O | -2.4 | ? | 3.7 | 8.2 | 0.6 | -0.9 | · | -6.5 | -0.8 | -0.6

12 structures out of the list, arranged by count of non-hydrogen atoms, lowest first:
SMILES | MC4R ag barr | ABCB6 inh 2 | Cardio protect | MC4R antagonist | ABHD5-PLIN5 inh | Exocytosis inh | PDI turbidity | CaV13 ICDI inh | m5-HT2A agonist | N-glyco inh
C1CCN(CC2CCCCN2)CC1 (stereo unspecified) | -1.2 | 96.0 | -1.3 | 7.1 | -7.8 | 3.5 | -10.2 | -1.9 | 0.9 | 1.9
C[N+](C)(C)CCCCCCC(=O)/C=N/O | -2.3 | 97.0 | 4.0 | -3.7 | 4.5 | -8.1 | 10.2 | -3.2 | 1.3 | -3.0
CCN1CNC(=S)N(CCc2ccccc2)C1 | -1.7 | 103.0 | 1.5 | 3.9 | 1.9 | 0.6 | 17.1 | -4.6 | -1.1 | 0.2
CNC(=O)c1c2c(nc3ccc(Br)cc13)CCCC2 | 0.5 | 106.0 | -2.7 | 0.2 | 2.3 | -1.4 | 4.5 | -3.9 | -1.4 | 0.0
FC(F)(F)c1cccc(-c2nc(-c3ccncc3)no2)c1 | 0.4 | 101.0 | -6.9 | 9.0 | -1.6 | 2.4 | 2.7 | -0.9 | 6.7 | 1.7
CC1C[N+](=C2C=C(N3CCOCC3)CC(C)(C)C2)CC(C)O1 (stereo unspecified) | -1.5 | 94.0 | -0.7 | 0.4 | 1.2 | -0.5 | -5.0 | -5.2 | 1.4 | 2.6
CC(C)[C@H](N)C(=O)OCCOCn1cnc2c(=O)[nH]c(N)nc21 | -1.1&1.2 | 96.0&98.0 | -0.5&5.0 | 3.0&10.4 | -6.2&-10.2 | -0.2&-0.8 | -8.7&-2.6 | -6.0&-6.1 | 3.8&-1.4 | 1.5&1.7
COc1cccc(CNc2ccc([N+](=O)[O-])c(NCC(=O)O)n2)c1 | -3.3 | 104.0 | 1.4 | -3.0 | 0.9 | 1.0 | 20.4 | -5.6 | 2.1 | 0.4
COc1ccc(NC(=O)CSc2n[nH]c(=O)n2Cc2ccccc2)cc1Cl | 0.5 | 92.0 | -2.2 | -3.4 | 6.3 | 7.5 | 0.6 | -3.2 | 9.4 | 0.6
Cn1c(=O)c2c(nc(SCCN3CCOCC3)n2Cc2ccccc2Cl)n(C)c1=O | -2.4 | ? | 3.7 | 8.2 | 0.6 | -0.9 | · | -6.5 | -0.8 | -0.6
O=C(NCCC1CCCCN1S(=O)(=O)c1ccc(Cl)cc1)C(=O)NCCN1CCOCC1 (stereo unspecified) | -2.6 | 104.0 | 0.6 | 6.8 | -3.8 | -1.1 | -1.7 | -5.2 | -16.7 | 1.7
COc1ccc(C(CCN2CCOCC2)c2c(OC)cc(OC)c3c(-c4ccccc4)cc(=O)oc23)cc1 (stereo unspecified) | 0.6 | 91.0 | -1.5 | 8.3 | 24.8* | 53.5 | 7.9 | -6.2 | -6.1 | -8.4

Screens: PubChem BioAssay, several laboratories

An unsorted share of the library, and some 4.2% of all compounds hit somewhere here.
